Screening data from PubChem.
LANA DNA inh: blocks KSHV LANA C-terminal domain binding to DNA; MBP-C-LANA/FAM-LBS DNA binding, fluorescence polarization; inhibition, % at 9 µM; 340,000 compounds, 0.078% hits; AID 504423;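 active = highest replicate inhibition at or above 60% at 9 µM, even if other replicates fall short; inactive = all replicates below 60% inhibition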;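 also: 0% = neutral control wells and 100% = 4 µM acridine orange control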
Keap1-Nrf2 PPI: disrupts human Keap1 binding to Nrf2 peptide. Q14145. Keap1 Kelch-Nrf2 peptide fluorescence polarization, 1536-well. inhibition, % at 9.4 µM. 340,000 compounds, 0.15% hits. AID 504523; in the data active = inhibition above about 12%; inconclusive = no clear call, values can overlap the other calls; inactive = below about 7.3%;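 also: human Keap1 Kelch domain with fluorescein labeled Nrf2 9mer peptide probe; 0% = neutral control wells and 100% = peptide positive control; higher means more block of Keap1 binding to Nrf2 peptide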
Target sequence (Q14145 whole entry, looked up, the tested form may be a part): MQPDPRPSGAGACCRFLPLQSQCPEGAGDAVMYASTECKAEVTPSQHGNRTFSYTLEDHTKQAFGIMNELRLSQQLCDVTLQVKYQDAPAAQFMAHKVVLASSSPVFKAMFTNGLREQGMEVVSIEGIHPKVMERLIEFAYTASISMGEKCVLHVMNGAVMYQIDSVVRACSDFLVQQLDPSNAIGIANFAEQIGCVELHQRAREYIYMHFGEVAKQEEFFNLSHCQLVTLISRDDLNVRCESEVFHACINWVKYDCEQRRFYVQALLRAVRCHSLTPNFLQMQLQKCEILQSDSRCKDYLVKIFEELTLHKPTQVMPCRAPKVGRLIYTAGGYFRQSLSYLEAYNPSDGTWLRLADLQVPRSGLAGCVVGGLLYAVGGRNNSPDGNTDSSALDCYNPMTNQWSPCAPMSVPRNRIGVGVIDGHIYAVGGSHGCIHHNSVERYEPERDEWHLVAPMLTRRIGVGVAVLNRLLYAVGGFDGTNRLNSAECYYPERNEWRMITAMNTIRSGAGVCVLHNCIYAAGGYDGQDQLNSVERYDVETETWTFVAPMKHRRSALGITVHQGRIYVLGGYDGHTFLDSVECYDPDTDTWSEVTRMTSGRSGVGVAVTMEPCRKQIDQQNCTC
PKA-R2B activ: activators of human PKA-R2B complex; P22694+P31323; PKA-R2B holoenzyme dissociation, Cy5-IP20 fluorescence polarization; R2B truncated from residue 108, S112A mutant; 0% DMSO only, 100% 113 µM cGMP; activation, % at 11.4 µM; 340,000 compounds, 0.079% hits;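 active = activation above a cutoff set at the mean over all compounds plus 3 SD, cut at about 18% in these data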;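 also: higher means more holoenzyme dissociation and a rise in polarization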
DAGLB inh: blocks human DAGLB lipase activity; Q8NCG7; HEK293T DAGLB membrane lysate, EnzChek fluorogenic substrate; inhibition, % at 5.17 µM; 340,000 compounds, 0.059% hits; AID 504411; in the data active = inhibition above about 34%;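 also: 0% = enzyme with vehicle and 100% = wells lacking enzyme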
SR-BI uptake up: enhances SR-BI lipid uptake from DiI-HDL | CHO ldlA[mSR-BI] cells, DiI-HDL uptake fluorescence, 3 h; 100 = double the neutral-control signal | activation, % at 12.5 µM | 320,000 compounds, 0.096% hits | AID 504775;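 active = mean replicate activation of at least 60% and every replicate at or above 60%; inconclusive = mean or all-replicate condition met, but not both; inactive = mean below 60% and not all replicates reaching 60%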;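 also: 0% = median plate neutral-control signal and 100% = twice that signal; values of inactives mirror those of a sister screen read the other way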
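Material – SR-BI-overexpressing, LDLR-lacking CHO cells · Medium – BSA-supplemented, HEPES-buffered Ham's F12, pH 7.4 · Doses – single concentration · Times – compound with DiI-HDL co-incubation, 3 h at 37 °C · Measured by – bottom-read fluorescence, 550/595 nm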
CAL PDZ FP-1: inhibitors of human CAL PDZ peptide binding; Q9HD26; purified CAL PDZ, TMR-peptide fluorescence polarization, 1 h; inhibition, % at 24.9 µM; 300,000 compounds, 0.92% hits; AID 602252;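 active = mean inhibition of at least 30% with at least half of replicates also reaching 30%; inconclusive = no clear call, values can overlap the other calls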;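 also: 0% = DMSO neutral control and 100% = excess unlabeled competitor peptide PRC23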
cardiac RTF act: cardiac RTF calcium sensitization; P19429+P45379; IANBD-labeled TnC RTF fluorescence at EC20 calcium; 0% EC20 calcium, 100% full calcium; activation, % at 7.2 µM; 340,000 compounds, 0.24% hits; AID 493008;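 active = activation above the mean over all tested compounds plus 3 SD, cut at about 30% in these data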;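 also: rise in fluorescence read as greater calcium sensitivity of cardiac thin filaments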
Rtt109 Vps75: inhibitors of Candida albicans Rtt109/Vps75 histone acetyltransferase | 330,000 compounds, 0.16% hits | purified Rtt109/Vps75, ThioGlo CoA-SH fluorescence, 4 h | AID 540336 | inhibition, % at 34.9 µM;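 active = inhibition of at least 50% in every replicate; inconclusive = best replicate reaches 50% inhibition but some replicates fall short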
Target sequence (Q5AAJ8 whole entry, looked up): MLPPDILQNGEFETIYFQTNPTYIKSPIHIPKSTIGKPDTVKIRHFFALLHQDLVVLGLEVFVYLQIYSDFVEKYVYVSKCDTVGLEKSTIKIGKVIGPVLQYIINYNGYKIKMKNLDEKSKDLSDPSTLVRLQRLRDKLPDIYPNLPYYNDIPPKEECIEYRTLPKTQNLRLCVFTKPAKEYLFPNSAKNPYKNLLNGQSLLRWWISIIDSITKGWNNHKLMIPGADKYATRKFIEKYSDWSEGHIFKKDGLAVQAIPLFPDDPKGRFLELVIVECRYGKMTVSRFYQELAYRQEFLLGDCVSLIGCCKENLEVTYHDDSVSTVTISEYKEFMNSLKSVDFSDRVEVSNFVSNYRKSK
RTF Ca sens inh: cardiac RTF calcium desensitization; AID 493244; P19429+P45379; inhibition, % at 7.15 µM; 340,000 compounds, 0.12% hits; IANBD-labeled cardiac RTF, Ca2+ fluorescence;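 active = inhibition above the mean inhibition of all tested compounds plus 3 SD, cut at about 17% in these data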;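 also: assay run at fixed EC70 calcium of 1.6 mM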
CAL PDZ FP-2: human CAL PDZ-peptide interaction inhibition; Q9HD26; purified CAL PDZ, TMR-peptide fluorescence polarization, 1 h; inhibition, % at 20 µM; 330,000 compounds, 0.02% hits; AID 504414;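 active = highest replicate inhibition of at least 40%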;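 also: plate controls were DMSO neutral control wells for no effect and unlabeled competitor peptide control wells for full effect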
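material = purified tagged CAL PDZ domain construct (CerCALP) | compound dosing = 20 µM, one dose | times = 1 h at RT | measured by = fluorescence polarization from S- and P-plane intensities, G-factor corrected | read-out = inhibition from polarization loss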
Starred values were filed as active, the others as inactive; ? = inconclusive; . = not tested or not shown.

SMILES	LANA DNA inh	Keap1-Nrf2 PPI	PKA-R2B activ	DAGLB inh	SR-BI uptake up	CAL PDZ FP-1	cardiac RTF act	Rtt109 Vps75	RTF Ca sens inh	CAL PDZ FP-2
C(=N\Nc1ccc2nncn2n1)/c1ccccn1	-0.3	-2	.	.	5	.	.	22	.	-1.0
COc1ccc(C(=O)OCCCc2cc3ccccc3c(=O)o2)cc1	1.1	-4	-2	-15	1	0	-12	8	3	0.5
COc1ccc(S(=O)(=O)Cc2ccc(C(=O)N3CCc4ccccc4C3)o2)cc1	0.9	-3	-13	-4	9	26	3	9	1	-0.5
O=C(CSc1ncn(-c2ccccc2)n1)c1cccs1	0.6	0	-6	0	7	-3	-1	-4	-6	-1.2
Cc1ccc(-c2nc3ccccc3c(=O)n2O)cc1	2.4	-1	-2	-5	-9	-6	2	-1	-7	-0.2
Cc1ccc(C(=O)NCC(=O)N2CCN(c3cccc(Cl)c3)CC2)s1	0.6	-5	-11	-1	-38	-3	-7	.	-2	-0.8
CC(C)Nc1nc(Oc2ccc(Cl)cc2Cl)cc(C(F)(F)F)n1	-0.7	-2	2	-13	14	-4	-3	.	-5	-1.9
CCO/C=C1\SC(=S)N(c2ccc(Cl)cc2)C1=O	-0.5	-10	-5	7	17	-3	6	-82	0	-0.1
CN1C(=O)SC(Nc2ccccc2)C1=O (centres undefined)	-0.9	-1	-13	-1	17	0	0	0	2	0.0
COc1cc(OC)cc(C(=O)Nc2cc(C)nn2-c2ccccc2)c1	-0.3	-9	3	2	-22	4	0	-3	-4	-1.6
Cc1cc(C)n2nc(N)nc2n1	0.6	1	-1	-2	11	-1	-7	-4	-1	-0.1
CCOc1ccc(-n2c(SCC(=O)NC)nnc2-c2ccco2)cc1	-2.0	1	-10	1	7	5	5	-4	-10	0.6
COc1cc(OC)c2c(-c3ccccc3)cc(=O)oc2c1C(CCN1CCCCC1)c1ccc(N(C)C)cc1 (centres undefined)	0.9	-7	-4	7	8	-1	1	10	12	0.8
CN1CCc2c(OCc3ccc(F)cc3)cccc2C1=O	1.5	1	-2	-2	-44	0	8	-1	-4	-0.3
COc1ccc(/C=C/C(=O)OCC(=O)Nc2ccc(S(N)(=O)=O)cc2)cc1OC	-0.9	2	-2	-2	-18	45*	0	-5	3	-1.4
CC(=O)Nc1cccc(NC(=O)c2ccc(COc3ccccc3)cc2)c1	1.7	1	8	-3	.	2	-6	-3	-6	-3.1
Cc1cc2c3c([nH]c2cc1S(=O)(=O)NCc1ccc(CN2CCCCCC2)o1)CC(C)(C)CC3=O	0.5	0	-5	1	-1	46*	-1	11	-8	-1.9
Cc1ccc(OCCCSc2ncccn2)cc1C	-2.4	-7	5	-16	6	0	-4	-12	-8	-1.0
O=C(Nc1ccc(Br)c(C(F)(F)F)c1)c1ccccc1	2.0	-4	-5	-6	-14	-2	4	-1	-1	-0.3
CC[n+]1oc(-c2ccccc2)cc1C	-0.2	1	2	7	13	2	-5	1	-7	-0.3
CC(=O)Nc1ccc(OS(=O)(=O)c2ccc(C)cc2C)cc1	-1.0	-5	-1	-2	-9	-6	0	-7	0	-2.3
COC(=O)c1ccccc1NC(=O)CSc1nc(O)c(-c2ccccc2)c(=O)[nH]1	-1.7	-8	0	-1	16	-3	2	2	2	-1.9
O=C(COC(=O)CCCSc1nc2ccccc2[nH]1)Nc1ccc(Oc2ccccc2)cc1	-0.8	-1	-1	-4	-17	-5	6	31	4	-2.4
Cc1cc(S(=O)(=O)NC2CCCCC2)c(C)s1	-1.0	-7	7	-2	-33	-1	3	-1	-6	-0.5
CNC(=O)N(O)C1N(C)C(=O)N(Cc2ccccc2)C1(C)C (centres undefined)	-0.3	0	-5	3	18	5	4	-9	-4	-3.0
COC(=O)c1ccc(CNC(=O)c2ccc3c(c2)S(=O)(=O)N=C2CCCCCN23)cc1	-2.3	-2	-5	-2	7	-2	-5	-3	-3	0.9
COC(=O)c1sc(N2CCCCC2)c(C#N)c1N	0.8	-4	0	-1	-15	-5	4	-3	2	-1.7
COc1cccc(C(=O)C2CCCN(Cc3cn(C)nc3-c3ccccc3)C2)c1 (centres undefined)	0.1	2	-17	-1	14	-3	-7	0	8	-3.3
Cc1cc(SCc2cccc(C(F)(F)F)c2)nc(=O)[nH]1	-0.5	-1	3	2	12	.	9	-25	-3	-0.1
COc1cccc(CNCC2CCCO2)c1 (centres undefined)	0.8	-3	0	1	-1	-3	-3	-1	-2	.
O=C1c2ccccc2-c2ccc(C(=O)N3CCCCC3)cc21	4.6	7	-9	-3	17	-1	7	18	-8	0.2
COC(=O)CCCC[C@@H]1SC[C@@H](NC(=O)OC)[C@@H]1NC(=O)OC	0.0	-1	8	0	33	1	5	-12	15	-0.7
COc1ccc(CC(=O)NCc2nnc(SCC(=O)Nc3cccc(F)c3)n2C)cc1	1.8	-2	-9	-2	22	-6	-3	-1	-6	-0.4
COCCNCC(=O)Nc1ccc(OC(F)(F)F)cc1	-1.1	-6	3	2	-10	3	8	-3	-4	-0.1
Cc1cc(C)c(O)c(-c2n[nH]c3c2C(c2cccc(O)c2)N(Cc2ccco2)C3=O)c1 (centres undefined)	-0.4	-3	-7	3	.	-7	2	5	3	-2.2
O=[N+]([O-])c1cccc(C2CC(c3ccccc3)=NN2c2ccccc2)c1 (centres undefined)	-0.5	-2	-4	-2	-43	-1	-10	1	-4	-1.0
CCOc1ccc(OCC)c(NC(=O)CSc2nc3ccccc3c(=O)n2C)c1	0.1	-3	5	0	-23	.	4	3	-5	0.4
CCc1nnc(N/N=C\c2ccc(OC(C)=O)c(OC)c2)n1N	-0.9	5	-2	-3	-1	-3	8	17	-1	-2.6
Cc1cc(C)c(S(=O)(=O)Nc2cccc3nsnc23)c(C)c1	0.2	-6	-7	1	4	-1	2	3	3	-0.2
Cc1cccc(NC(=O)C2CCCN(S(=O)(=O)c3ccc4c(c3)oc(=O)n4C)C2)c1 (centres undefined)	-0.8	0	-9	1	8	-3	0	2	-11	-1.4

Single records, as listed above. Order of values: LANA DNA inh | Keap1-Nrf2 PPI | PKA-R2B activ | DAGLB inh | SR-BI uptake up | CAL PDZ FP-1 | cardiac RTF act | Rtt109 Vps75 | RTF Ca sens inh | CAL PDZ FP-2
O=C(Nc1ccc(Br)c(C(F)(F)F)c1)c1ccccc1 is listed as 2.0 | -4 | -5 | -6 | -14 | -2 | 4 | -1 | -1 | -0.3
COc1cc(OC)c2c(-c3ccccc3)cc(=O)oc2c1C(CCN1CCCCC1)c1ccc(N(C)C)cc1 (centres undefined) is listed as 0.9 | -7 | -4 | 7 | 8 | -1 | 1 | 10 | 12 | 0.8

(next part)
SMILES	LANA DNA inh	Keap1-Nrf2 PPI	PKA-R2B activ	DAGLB inh	SR-BI uptake up	CAL PDZ FP-1	cardiac RTF act	Rtt109 Vps75	RTF Ca sens inh	CAL PDZ FP-2
COc1ccc(C(=O)/C=C/Nc2ccc([N+](=O)[O-])cc2C)c(OC)c1	5.7	0	-9	-1	19	.	4	0	-1	3.8
COc1ccc2c(c1)C[C@]1(C)c3ccccc3C(=O)N(Cc3ccccc3)[C@H]21	-1.7	-5	11	-7	-32	-6	6	-22	-7	-1.9
Cc1cc(C(C)(C)C)cc(S(=O)(=O)Nc2ccc(O)c(C(=O)O)c2)c1C	-1.0	-1	-17	6	45	-3	-3	-5	-6	-1.8
Cc1ccc(OCCCCCN2CCOCC2)c(Cl)c1	0.5	2	-9	-2	-22	.	4	0	-6	0.2
COc1ccccc1-n1cc(C(=O)NCC(=O)NCc2ccc(F)cc2)c2ccccc2c1=O	0.6	5	2	2	-3	-5	-4	?	14	-0.2
COC(=O)CCCNS(=O)(=O)c1ccc2ccccc2c1	-0.5	-5	5	-2	38	.	-4	-7	0	-0.4
CCCOc1ccc(-c2cn3ccccc3n2)cc1	0.0	2	-8	2	-16	-7	3	4	-7	-1.7
CCCc1nnc2c(N(C)S(=O)(=O)c3ccc(C)cc3)nc3ccccc3n12	0.0	-2	-18	-5	4	1	3	3	5	-0.4
Cc1ccsc1/C=N/N1CCN(c2ccccc2)CC1	-0.7	-1	-1	-4	-23	1	-1	-8	2	0.7
S=C(NCC1COc2ccccc2O1)Nc1ccc(Br)cc1 (centres undefined)	-1.3	0	-2	-6	13	1	-3	-3	-2	-0.2
C/C(=N\OC(=O)NC(C)C)c1sc(-c2ccc(Cl)cc2)nc1C	-0.2	0	1	-11	-64	-2	-5	16	-5	-0.5
CC1CC(=O)Nc2ccc([N+](=O)[O-])cc2N1C (centres undefined)	-0.7	-9	-13	-1	17	-5	-4	4	0	0.2
Cn1c(O)c(/C=C2\C=Nc3ccccc32)sc1=Nc1ccc(C(=O)O)cc1	2.6	1	-6	2	-6	11	0	-3	-1	-1.8
Cc1ccc(C)c(Cn2nnc3c(=O)[nH]c(C4CCN(S(=O)(=O)c5ccc(S(=O)(=O)N(C)C)cc5)CC4)nc32)c1	-0.3	-5	0	0	13	-2	2	-2	-16	-2.5
CC(=O)C[C@H](O)CC(=O)[C@@H]1OC(=O)[C@@H](C)C/C=C\Cc2ccccc21	-1.0	-5	8	0	-12	0	2	-7	-7	-0.5
CCOC(=O)CSc1ncc(OC)c(Sc2ccc(Cl)cc2)n1	-1.4	1	1	-5	17	-7	3	-2	-8	-6.5
C/C(=N\NC(=O)C(c1ccccc1)c1ccccc1)c1ccc(O)cc1	-2.6	-2	4	-3	-9	-3	-3	21	-4	1.1
NC(=O)CC(O)c1cccc(Cl)c1 (centres undefined)	3.7	4	6	3	47	-2	-1	-5	-8	-1.1
Cc1ccc(CNC(=O)Cn2nnc(C(=O)Nc3ccc(Br)cc3)c2N)cc1	1.1	6	-11	1	.	-4	-1	-4	-8	-3.1
CC1CC(C)CN(CCC(=O)Nc2cccc(Cl)c2)C1 (centres undefined)	-3.7	-5	16	-2	29	1	0	0	-12	-0.6
COc1ccc(N(CC(=O)N/N=C/c2ccc(C(=O)O)cc2)S(=O)(=O)c2ccc(NC(C)=O)cc2)cc1	3.2	4	8	3	.	5	8	-5	-11	0.5
COc1ccc2c(c1)C(C1=C(O)CC(C)(C)CC1=O)C1=C(CC(C)(C)CC1=O)O2 (centres undefined)	0.1	-5	-16	0	11	.	5	-4	-14	-4.3
CCCCN(Cc1cc2ccccc2[nH]c1=O)S(C)(=O)=O	1.2	-2	0	-2	21	-4	-4	1	0	-0.9
Cc1noc(C)c1S(=O)(=O)N1CCC(C(=O)N2CCN(C(=O)c3ccco3)CC2)CC1	-0.7	0	1	2	32	2	6	-1	-3	0.0
CCOc1c(Br)cc(C2NS(=O)(=O)N=C3CCCCCN32)cc1OC (centres undefined)	0.1	-1	6	-3	3	-2	8	-9	-3	0.3
